Assay outcomes: PubChem, The Scripps Research Institute Molecular Screening Center
PrPC surface inh = inhibitors of human cell surface prion protein PrPC; P04156; TR-FRET read-out; inhibition, % at 13.8 µM; actives 0.43% (n = 370,000); AID 720596; in the data active means inhibition above about 24%; further: 0% = median of the test wells and 100% = reference compound wells
* = called active by the depositor. Not all compounds are listed; count on the stated rates, not on these rows.

compound | PrPC surface inh
COc1ccc(-n2c(SCC(=O)Nc3ccc4c(c3)OCO4)nc3sc4c(c3c2=O)CCCC4)cc1 | -5.8
O=S(=O)(c1ccccc1F)n1c(CN2CCOCC2)nc2ccccc21 | -2.5
CC(C)C[C@H]1COc2cc(Br)ccc2S(=O)(=O)N1Cc1cn(Cc2ccc(C(F)(F)F)cc2)nn1 | -2.2
O=C(OCC#CCSc1nnc(-c2c[nH]c3ccccc23)o1)c1ccc(F)cc1 | -1.5
Cc1ccc(-n2c(SCC(=O)c3ccc(F)cc3)nnc2-c2cccnc2)cc1 | 8.8
Cc1ccccc1NC(=O)[C@@H]1CCCN1S(=O)(=O)c1cccc2cccnc12 | 7.9
Cc1cc(C(=O)O[C@@H]2CCC[C@]3(C(=O)N(Cc4ccccc4)c4ccccc43)[C@H]2NC(=O)CCc2ccccc2)no1 | -7.7
COC(=O)[C@]12C[C@H](CC(=O)NCCCCc3ccccc3)C(=O)N(CCc3ccc(OC)c(OC)c3)C1=C[C@H](C1CCCC1)O[C@@H]2C | -1.6
COC(=O)[C@]12C[C@H](CC(=O)NCC34CC5CC(CC(C5)C3)C4)C(=O)N(Cc3ccco3)C1=C[C@H](C(C)(C)C)O[C@@H]2C | -4.0
COc1ccc(C2C(C(=O)Nc3ccc(C)c(C)c3)CCC(=O)N2c2ccc(OC)cc2)cc1 (stereo not given) | -3.4
CC(CCN1CCC(C(O)(c2ccccc2)c2ccccc2)CC1)Oc1ccc(F)cc1 (stereo not given) | 1.0
CCn1c(Cc2cccs2)nnc1SCC(=O)c1ccc(Cl)cc1 | 11.9
Cc1ccc(-c2nnc(NC(=O)COc3ccc(F)cc3Cl)o2)cc1C | 2.3
COC(=O)[C@]12C[C@H](CC(=O)NCc3ccccc3)C(=O)N(Cc3ccc4c(c3)OCO4)C1=C[C@H](C(C)C)O[C@@H]2C1CC1 | 1.4
CCOC(=O)[C@]12CCCCC/C=C\1N(Cc1ccc(OC)cc1)C(=O)[C@H]2CC(=O)NCCc1ccccc1OC | 0.9
CC[C@H](CCC(=O)N(c1ccccc1)c1ccccc1)C1CC1 | 6.0
COc1ccc(C2C(C(=O)Nc3ccc(Cl)cc3)CCC(=O)N2c2ccc(OC)cc2)cc1 (stereo not given) | 5.8
CCCCCCCCNS(=O)(=O)/C=C/c1ccc(OC)cc1CNC(=O)OC(C)(C)C | 0.0
CCC(c1c[nH]c2ccccc12)c1cn(C)c2ccccc12 (stereo not given) | 2.4
CC(=C\C=O)/C(C)=C/CC[C@@H]1O[C@@H]2C[C@@H]3O[C@](C)(C[C@H]4C[C@H](O)[C@@H]5O[C@@H]6C[C@H](O)[C@@H](C)O[C@@]6(C)CC[C@H]5O4)[C@@H](O)CC[C@@]3(C)O[C@H]2[C@@H](O)[C@@H]1C | 2.1
COC(=O)[C@H](C(C)C)N(CCc1cn(Cc2ccccc2)nn1)S(=O)(=O)c1ccccc1Br | 0.6
CCCCN(C)C(=O)c1oc(=O)c2ccccc2c1-c1ccc(C)cc1 | -0.4
CCOC(=O)[C@]12CCCCC/C=C\1N(CCc1ccc(Cl)cc1)C(=O)[C@H]2CC(=O)NCc1cccc2ccccc12 | 8.0
CCOC(=O)[C@]12CCCCC/C=C\1N(CCc1ccc(Cl)cc1)C(=O)[C@H]2CC(=O)N1CCSCC1 | 1.9
CC(C)[C@H]1Cn2nnc(-c3ccccc3)c2Cn2c3ccccc3c(=O)n21 | 13.9
C=CCN(CC#Cc1ccc(C)cc1)Cc1ccc(OC)cc1OC | -3.3
COC(=O)c1cc(-c2cc(F)cc(OC)c2)c(=O)n2c1CCC2 | 9.9
Cc1cc(C(=O)NN=Cc2ccccc2C(=O)O)n[nH]1 | -3.7
CCCCCCc1c[nH]c2ccc(O)c(-c3ccccc3)c12 | -7.0
NC(=O)C1=CN([C@@H]2O[C@H](COP(=O)(O)OP(=O)(O)OC[C@H]3O[C@@H](n4cnc5c(N)ncnc54)[C@H](O)[C@@H]3O)[C@@H](O)[C@H]2O)C=CC1 | -2.7

Four of the compounds above, field by field.
CCOC(=O)[C@]12CCCCC/C=C\1N(CCc1ccc(Cl)cc1)C(=O)[C@H]2CC(=O)N1CCSCC1
  PrPC surface inh = 1.9

Cc1cc(C(=O)O[C@@H]2CCC[C@]3(C(=O)N(Cc4ccccc4)c4ccccc43)[C@H]2NC(=O)CCc2ccccc2)no1
  PrPC surface inh = -7.7

COc1ccc(C2C(C(=O)Nc3ccc(Cl)cc3)CCC(=O)N2c2ccc(OC)cc2)cc1 (stereo not given)
  PrPC surface inh = 5.8

Cc1ccccc1NC(=O)[C@@H]1CCCN1S(=O)(=O)c1cccc2cccnc12
  PrPC surface inh = 7.9

(list continues)
compound | PrPC surface inh
CN(C)S(=O)(=O)c1cccc(C(=O)N/N=C\c2ccc(-c3ccccn3)cc2)c1 | -20.4
O=C(NCc1ccccc1Cl)C1CCCN(c2nc3ccccc3o2)C1 (stereo not given) | -2.1
CCNC(=O)N(C)[C@H]1C[C@H]2c3[nH]c4cccc(-c5ccc6c(c5)OCO6)c4c3CCN2C[C@H]1[C@H](C)O | -0.4
Cc1cccc(C(=O)Nc2nc3ncccn3c2-c2ccc(C(F)(F)F)cc2)c1 | 1.1
CC(C)(C)NC(=O)CN1C(=O)[C@@H](Cc2c[nH]c3ccccc23)N=C(c2ccccc2)c2ccccc21 | 11.4
COC[C@H]1CCCN1c1cccc2c1S(=O)(=O)N1CC[C@H](C1)O2 | 1.0
CC(C)(C)OC(=O)N1CCC(N[C@@H](Cc2ccccc2)C(=O)NCC(c2ccccc2)c2ccccc2)(C(=O)NC2CCCCC2)CC1 | -0.7
CCCCN1CC(=O)N2[C@H](C[C@@]3(C)c4ccccc4N(S(=O)(=O)c4ccccc4)[C@@H]23)C1=O | -6.9
CCCCOCCCNC(=O)C[C@H]1C[C@@]2(C(=O)OC)C(=C[C@H](C(C)C)O[C@@H]2C2CC2)N(Cc2cccc3ccccc23)C1=O | -4.2
COC(=O)C1CN(Cc2ccc(Cl)cc2)CCS(=O)(=O)N1Cc1cn(Cc2ccccc2)nn1 (stereo not given) | -0.4
COC(=O)C1CN(Cc2cn(Cc3ccc(Cl)cc3)nn2)CCS(=O)(=O)N1Cc1ccc(F)cc1 (stereo not given) | 1.7
Cc1ccccc1Cn1cc(CN2[C@@H](Cc3ccccc3)COc3cc(Br)ccc3S2(=O)=O)nn1 | -4.3
COc1ccc(S[C@]2(C(=O)N(C)C)CC(=O)N(C(=O)Nc3ccc(C)c(Cl)c3)[C@@H]2c2ccc(OC)cc2)cc1 | -0.5
CC(C)C[C@@H]1COc2cc(Br)ccc2S(=O)(=O)N1Cc1cn(Cc2ccccc2)nn1 | 0.1
O=C(CCn1nnc2ccccc21)N1CCN(c2ccccc2F)CC1 | -8.3
COC(=O)C1CN(Cc2cn(CCC3OCCO3)nn2)CCS(=O)(=O)N1Cc1ccccc1 (stereo not given) | -2.5
C=CCN1C(=O)[C@H](CC(=O)NCC23CC4CC(CC(C4)C2)C3)[C@@]2(C(=O)OC)CCCCC=C12 | 0.4
CCOC(=O)N1CCN(C(=O)C[C@H]2C[C@@]3(C(=O)OC)C(=C[C@H](COCc4ccccc4)O[C@@H]3C)N(Cc3ccccc3)C2=O)CC1 | -10.1
COCCCNC(=O)C[C@@H]1C(=O)N2CCCC3=C2[C@@]1(C(=O)OC)CCCC3 | 1.4
Cc1ccnc(SCc2cc(=O)c(OC(=O)c3ccc(C#N)cc3)co2)n1 | -2.4
Oc1ccc(Oc2ccccc2F)c2cccnc12 | 2.7
CC[C@H](C(N)=O)N1CCCC1=O | 8.8
CCN(C[C@@H]1[C@@H](c2ccccc2)[C@H](CO)N1S(C)(=O)=O)C(=O)C1CCC1 | 3.3
O=C(CCS(=O)(=O)c1ccccc1)Nc1ccc(F)cc1Cl | 2.8
CCN(CC)C(=O)CC[C@@H]1CC[C@]2(CCCN(S(=O)(=O)C3CCCCC3)C2)O1 | -7.5
CCOC(=O)C1CCN(C(=O)C(C)(C)NC(=O)Nc2ccccc2Cl)CC1 | -5.0
COC(=O)[C@@]12CCCCC3=C1N(CCC3)C(=O)[C@H]2CC(=O)NCc1cccs1 | 6.6
C[C@H](O)[C@@H]1CN2CCc3c([nH]c4cccc(-c5ccccc5)c34)[C@@H]2C[C@@H]1N(C)C(=O)Nc1ccccc1 | -3.4
COc1ccc([C@H]2OC(=O)C[C@H]2C(=O)N2CCN(c3ccccc3F)CC2)cc1OC | 3.3
CC1=C2NC(N)=[N+](Cc3ccccc3)CC2n2c(=O)n(-c3ccccc3)c(=O)n2C1 (stereo not given) | -7.2
Clc1ccccc1N1CCN(C2=Nc3ccccc3Sc3ccccc32)CC1 | -3.3
O=C(O)c1ccc(C=NNC(=O)c2cc(-c3ccc(Cl)cc3)n[nH]2)cc1 | 1.5
C=CCN1C(=O)[C@@H](CC(=O)N2CCN(C(=O)OCC)CC2)[C@]2(C(=O)OCC)CCCCC/C=C/12 | -6.8
CC(NC(=O)OC1CC2CCC1(C)C2(C)C)P(=O)(Oc1ccccc1)Oc1ccccc1 (stereo not given) | -1.9
CCOc1cc(C=NN2CCN(Cc3ccc(C)cc3)CC2)ccc1O | -3.7
COc1ccc(S[C@]2(C(=O)N3CCOCC3)CC(=O)N(C(=O)/C=C/c3ccccc3)[C@@H]2c2ccc(OC)cc2)cc1 | 2.7
CN(C)c1cccc(/C=C2\CC3(OC(=O)c4ccc(F)cc4)CCCN2C3)c1 (stereo not given) | -6.3
O=C(OCc1cn(Cc2ccc(F)c(F)c2)nn1)N1CCCC1 | -2.7
CCOC(=O)[C@@]12CN(C(=O)OC(C)(C)C)CC=C1N(Cc1ccc(OC)cc1)C(=O)[C@H]2CC(=O)NCc1ccccc1 | -4.9
CCOc1ccc(-n2c(SC/C=C/c3ccccc3)nnc2-c2cccs2)cc1 | 5.5
COC(=O)C1CN(C2CC2)CCS(=O)(=O)N1Cc1cn(Cc2ccc(F)cc2)nn1 (stereo not given) | 1.6
CC(C)(C)c1ccc(S(=O)(=O)N2CCCC(C(=O)NCc3ccco3)C2)cc1 (stereo not given) | 1.4
COC(=O)C[C@H]1CC[C@@H]2[C@H](COc3ccc(NC(=O)C(C)C)cc3C(=O)N2C)O1 | -9.2
CCCCNC(=O)NS(=O)(=O)c1ccc(NC(=O)CSc2nnc(-c3ccc(Cl)cc3)n2N)cc1 | -4.7
Cc1cccc(Cn2cc(CN3CC(N(C)CCCOC(=O)c4cc(C)cc(C)c4)CS3(=O)=O)nn2)c1 (stereo not given) | -3.2
CC(=O)Nc1cccc(-c2cc(C(C)=O)c3n(c2=O)CCC3)c1 | -6.8
COc1ccc(S[C@]2(C(=O)N3CCN(C(C)=O)CC3)CC(=O)N(C(=O)/C=C/c3ccccc3)[C@@H]2c2ccc(OC)cc2)cc1 | -4.4
CCC[C@H]1[C@@H](OC(=O)NCc2ccco2)CC[C@@]23CCCN2C(=O)CCC[C@@H]13 | -5.4
CC(C)C(C#CC1CC1)NCc1ccc2c(c1)OCO2 (stereo not given) | -3.8
COC(=O)[C@H](CC(C)C)N1Cc2nnn(CC3CCCCC3)c2-c2cc(F)ccc2S1(=O)=O | -0.4
COC(=O)C1CN(Cc2ccc(C)cc2)CCS(=O)(=O)N1Cc1cn(Cc2ccccc2)nn1 (stereo not given) | 13.2
COc1ccc(CNC(=O)OC2CC3CC2[C@H]2CCCCN2C3)cc1 (stereo not given in full) | 5.8
C=CCN1[C@@H](C)COc2cc(N3CCSCC3)ccc2S1(=O)=O | 9.9
CCCCOCCCNC(=O)C[C@H]1C(=O)N(CCCOC)C2=CCCCC[C@]21C(=O)OC | 1.2
COc1ccc(C(=O)/C=C(\Nc2ccc(Br)c(C)c2)c2ccc(OC)cc2OC)c(OC)c1 | 2.8
O=C(OCc1cn(Cc2ccc(Cl)cc2)nn1)N1CCOCC1 | -6.3
N#Cc1ccc(Cn2ccc3ccc(-c4ccc5ccn(C(=O)C6CCC6)c5c4)cc32)cc1 | -2.4
CCCC1CCC2(CCC(=O)N2CCOC)CC1 (stereo not given) | -0.1
COc1ccc(-c2cc(C(=O)NN=Cc3ccc(O)c(OC)c3)[nH]n2)cc1 | 6.7
COc1ccc(OC)c(CN2C(=O)CSCCC2(C)c2nnnn2C2CCCC2)c1 (stereo not given) | 2.7

Further records follow:
compound | PrPC surface inh
COc1ccccc1C(=O)N1CCC(Oc2cccnc2)CC1 | 6.8
O=C(OCc1cn(Cc2cc(F)cc(F)c2)nn1)N1CCOCC1 | -0.4
CCNC(=S)NNC(=O)c1cnccn1 | -0.7
CCCC[C@H]1C2CC(OC(=O)Nc3ccc(C)cc3)C(C2)[C@H]2CCCCN21 (stereo not given in full) | 5.5
N#Cc1cccc(OC[C@@H](O)CN2CCC(C(O)(c3ccccc3)c3ccccc3)CC2)c1 | 1.7
COc1ccc(C(=O)CSc2nnc(-c3cccc(Cl)c3)n2Cc2ccco2)cc1 | -6.7
COc1ccc(S[C@]2(C(=O)NCCc3ccccc3)CC(=O)N[C@@H]2c2ccc(OC)cc2)cc1 | 6.9
COc1ccc([C@H]2OC(=O)C[C@@H]2C(=O)N2CCN(c3ccccc3Cl)CC2)cc1OC | -0.9
CC1CCN(c2ccc(C(=O)O)cc2NS(=O)(=O)c2ccccc2[N+](=O)[O-])CC1 | -2.8
CC(=O)Nc1ccc(NC(=O)CSc2nnc(-c3cccs3)o2)cc1 | -4.5
CC(=O)Nc1c(-c2ccc(F)cc2)nc2ncccn12 | -6.1
CC(C)(C)c1ccc(-c2nnc(SCC(=O)Nc3ccc(Oc4ccccc4)cc3)n2Cc2ccco2)cc1 | 2.8
O=C(CN1C(=O)[C@@H](Cc2ccc(O)cc2)N=C(c2ccccc2)c2ccccc21)NC1CCCCC1 | 4.7
COC(=O)[C@]12C[C@H](CC(=O)NCc3ccccc3)C(=O)N(CCc3ccc(OC)c(OC)c3)C1=C[C@H](C(C)C)O[C@@H]2C1CC1 | -3.8
COc1cccc(-c2nnc3n2N=C(c2ccc(Cl)cc2)CS3)c1 | -6.6
